Assay outcomes from PubChem.
Hsp90 Hop PPI: qHTS Assay for Disrupters of an Hsp90 Co-Chaperone Interaction; Potency, µM (series often up to 57 µM), without a hit: at the highest dose activity change, negative = inhibition; AlphaScreen TPR2A-His6 binding biotin-Hsp90 C-terminal peptide; hit rate 0.44% among 71,000; active = well fitted curve in either direction with a large enough effect; inconclusive = small, poorly fitted or top-dose-only effect, or another doubt; note: potency is the fitted concentration of half-maximal effect; % is set by controls: 0 for no effect and ±100 for the full control effect; many of its hits are not listed in these tables
Rhodamine fluor: qHTS Assay for Spectroscopic Profiling in Rhodamine Spectral Region | Rhodamine-region fluorescence, 547/598 nm, Tris buffer; hits give high values | max dye-equivalent concentration, M | hit rate 0.05% among 59,000 | AID 594, 2007; in the data active = max dye-equivalent concentration above about 11 nM; inconclusive = between about 1.1 nM and that limit
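Read-out is relative fluorescence at 547 nm excitation and 598 nm emission, expressed as dye-equivalent concentration using rhodamine standards on every plate. Each compound was profiled across a concentration series after 15 min in 100 mM Tris, pH 8.0.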
HADH2 inhib: qHTS Assay for Inhibitors of HADH2 (Hydroxyacyl-Coenzyme A Dehydrogenase, Type II); Potency, µM (titrated, usually from 57.1 µM), inactives show at the highest dose activity change, negative = inhibition, most hits filed as inhibitors; hit rate 3.4% among 73,000; recombinant HADH2, NADH fluorescence, beta-hydroxybutyryl-CoA; AID 886, 2007; 3-hydroxyacyl-CoA dehydrogenase type-2 (Homo sapiens), Q99714; note: potency is the fitted concentration of half-maximal effect; % is set by controls: 0 for no effect and ±100 for the full control effect; nearly all actives have a fitted effect of over 60% in size; many of its hits are not listed in these tables
Target sequence (Q99714 whole entry, looked up, one chain of several): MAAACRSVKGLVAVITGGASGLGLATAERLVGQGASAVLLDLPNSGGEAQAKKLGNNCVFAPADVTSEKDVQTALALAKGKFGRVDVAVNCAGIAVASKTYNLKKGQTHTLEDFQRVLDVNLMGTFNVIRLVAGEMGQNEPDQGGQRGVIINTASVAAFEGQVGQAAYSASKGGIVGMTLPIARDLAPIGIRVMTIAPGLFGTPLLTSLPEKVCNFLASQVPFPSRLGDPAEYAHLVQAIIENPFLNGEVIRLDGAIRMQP
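Activity measured as NADH fluorescence gain (360/450 nm), taken as the change between first and last reads of a 4-min kinetic run. Conditions: pH 9.0 Tris buffer, 20 nM E. coli-expressed His-tagged enzyme, 1 mM NAD+, 90 uM beta-hydroxybutyryl-CoA; 15-min compound preincubation.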
ERK AVP inh: qHTS Assay for Inhibitors of the ERK Signaling Pathway using a Homogeneous Screening Assay; HEK293-V1b, vasopressin-stimulated pERK AlphaScreen; Potency, µM (titrated, usually from 57.5 µM), inactives show at the highest dose activity, negative = inhibition, usual class: inhibitors; hit rate 0.99% among 72,000; AID 995, 2007; note: potency is the fitted concentration of half-maximal effect; % is set by controls: 0 for no effect and ±100 for the full control effect; nearly all actives have a fitted effect of over 55% in size
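Overnight-seeded V1b-HEK293 cells in 1% FBS got compound, then vasopressin (25 nM final, 5 min, 37C), then lysis buffer. AlphaScreen detection of phospho-ERK; activity normalized to basal and full-stimulation controls.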
HBB splicing: qHTS Assay for Modulators of Hemoglobin Beta Chain Splicing. HBB splicing reporter cell assay, activation; EGFP reporter with mutant IVS2-654 intron; response scale: normalised to 500 nM splice-correcting PNA. Potency, µM (top dose mostly 46.1 µM), for inactives: at the highest dose activation, actives largely listed as activators. hit rate 0.06% among 65,000. AID 925, 2007; note: potency is the fitted concentration of half-maximal effect; 0% is about no effect
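HeLa cells stably expressing EGFP interrupted by mutant beta-globin intron 2 (IVS2-654), 500/well in 2% FCS. Treated with compound for 2 days at 37C. Splicing correction scored as total well GFP intensity (488 nm excitation, 500-520 nm emission); 500 nM antisense PNA served as control.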
CRE Fsk mod: Cell signaling CRE-BLA (Fsk stim); Potency, µM (highest dose often 38.2 µM), inactives show top-dose activity change, negative = inhibition, hits mostly activators; AID 662, 2007; hit rate 2.5% among 71,000; CHO CRE-bla reporter (cAMP response element driving beta-lactamase), forskolin EC10, beta-lactamase ratio; active = well fitted activation curve with a large enough effect in the signal ratio, with a control signal flat, not every such curve was filed as active; inconclusive = small, poorly fitted or top-dose-only effect, or effect the other way, or a change in a side signal; the % refers to the signal ratio; note: potency is the fitted concentration of half-maximal effect; % of control where 0% means no effect
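The 460nm/530nm emission ratio after CCF4 loading defined %Activity, from which AC50 values were obtained. CRE-bla CHO cells received compound dilution series together with an EC10 level of NKH 477 for 3 hours at 37 degrees Celsius.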
ALOX15 inhib: qHTS Assay for Inhibitors of 15-hLO (15-human lipoxygenase); Potency, µM (series often up to 57.1 µM), for the others: top-dose activity change, negative = inhibition, actives largely listed as inhibitors; purified 15hLO-1, xylenol orange hydroperoxide absorbance; Polyunsaturated fatty acid lipoxygenase ALOX15 (Homo sapiens), P16050; hit rate 1.4% among 74,000; note: potency is the fitted concentration of half-maximal effect; % is set by controls: 0 for no effect and ±100 for the full control effect; nearly all actives have a fitted effect of over 55% in size
Target sequence (P16050 whole entry, looked up): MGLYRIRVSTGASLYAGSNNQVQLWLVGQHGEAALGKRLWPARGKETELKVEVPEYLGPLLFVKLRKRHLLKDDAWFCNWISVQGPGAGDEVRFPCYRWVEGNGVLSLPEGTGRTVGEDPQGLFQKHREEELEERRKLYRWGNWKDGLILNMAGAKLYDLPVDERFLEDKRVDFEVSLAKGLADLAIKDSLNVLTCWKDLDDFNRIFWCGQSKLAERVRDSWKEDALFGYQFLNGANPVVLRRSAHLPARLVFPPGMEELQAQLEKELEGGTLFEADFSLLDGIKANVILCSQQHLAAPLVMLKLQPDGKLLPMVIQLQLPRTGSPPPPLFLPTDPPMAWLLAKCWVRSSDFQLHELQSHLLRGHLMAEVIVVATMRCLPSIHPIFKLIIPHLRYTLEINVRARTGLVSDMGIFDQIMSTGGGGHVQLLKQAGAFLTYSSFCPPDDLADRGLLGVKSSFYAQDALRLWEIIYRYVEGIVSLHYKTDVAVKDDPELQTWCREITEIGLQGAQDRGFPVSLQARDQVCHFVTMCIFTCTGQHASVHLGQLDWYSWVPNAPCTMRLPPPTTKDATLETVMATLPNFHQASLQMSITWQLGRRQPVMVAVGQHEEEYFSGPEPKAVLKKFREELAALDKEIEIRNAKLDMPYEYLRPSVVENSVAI
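Compounds were preincubated 15 min at room temperature with 40 nM purified human enzyme (25 mM Hepes pH 7.5, 0.01% Triton X-100); 50 uM arachidonic acid reacted 6 min. Fe-xylenol orange detection, 30 min, absorbance ratio 573/405 nm.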
Texas Red fluor: qHTS Assay for Spectroscopic Profiling in Texas Red Spectral Region | Compound fluorescence, Texas Red channel, 547/618 nm; hits give high values | max dye-equivalent concentration, M | hit rate 0.06% among 59,000 | AID 587, 2007; in the data active = max dye-equivalent concentration above about 10 nM; inconclusive = between about 1.1 nM and that limit
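Compound fluorescence was read after 15 min at room temperature in 100 mM Tris, pH 8.0, using 547 nm excitation and 618 nm emission across a concentration series. It was expressed as Texas Red dye-equivalent concentration from an on-plate standard curve.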
DNA Pol III inh: qHTS Assay for Inhibitors of DNA Polymerase III Holoenzyme System; reconstituted DNA polymerase III holoenzyme replication, biochemical; Potency, µM (top dose mostly 57.1 µM), for inactives: at the top dose activity change, negative = inhibition; hit rate 0.25% among 71,000; AID 603, 2007; note: potency is the fitted concentration of half-maximal effect; % is set by controls: 0 for no effect and ±100 for the full control effect
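Reconstituted *E. coli* holoenzyme (0.35 nM Pol III, 1 nM beta, 154 nM SSB, 2 nM primase) was preincubated with compound for 15 min at RT. Synthesis on 1.4 nM ssM13Gori ran 35 min, then was stopped with PicoGreen/EDTA and read as dsDNA fluorescence.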
Tau filament bind: qHTS Assay for Tau Filament Binding. Potency, µM (series often up to 57.1 µM), inactives show at the highest dose activity change, negative = inhibition. AID 596, 2007. hit rate 2% among 71,000. recombinant tau filaments, thioflavin S fluorescence, 15 h; filaments grown with octadecylsulfate alongside compound;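 note: potency is the fitted concentration of half-maximal effect; % is set by controls: 0 for no effect and ±100 for the full control effect; actives lower thioflavin S fluorescence by blocking filaments or displacing dye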
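ThS-based fibril read: tau 1 uM final, inducer ODS 30 uM final, 37 C for 15 h, ex 450/em 510 nm.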
Luciferase inh: qHTS Assay for Inhibitors of Firefly Luciferase | Luciferin 4-monooxygenase (Photinus pyralis), P08659 | purified firefly luciferase, luminescence, 8 min | Potency, µM (series often up to 57.1 µM), for the others: top-dose activity change, negative = inhibition, usual class: inhibitors | hit rate 2.2% among 72,000 | AID 411, 2009; note: potency is the fitted concentration of half-maximal effect; % is set by controls: 0 for no effect and ±100 for the full control effect; nearly all actives have a fitted effect of over 40% in size
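qHTS concentration-response profiling: light output of P. pyralis luciferase with luciferin and 10 uM ATP, imidazole buffer pH 7.2. Read by luminescence after 8-min room-temperature incubation.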
Active calls of the source: *; i = inactive; ? = inconclusive; nt = not tested or not shown; [ ] = remark or other dose. Unless noted, calls come from the whole dose curve; as a rule, active = well fitted curve in the direction sought with a large enough effect; inconclusive = small, poorly fitted or top-dose-only effect, or another doubt; inactive = no such curve, though single readings can be large; an effect the other way counts as inactive or inconclusive. A portion of the library; the hit share may differ from the screen's.

Below each compound: Hsp90 Hop PPI | Rhodamine fluor | HADH2 inhib | ERK AVP inh | HBB splicing | CRE Fsk mod | ALOX15 inhib | Texas Red fluor | DNA Pol III inh | Tau filament bind | Luciferase inh
COc1cccc(OCc2nc3c4cnn(-c5ccccc5)c4ncn3n2)c1
  1.4% | i | -21.5% | 5.9% | -2.2%[57.5 µM] | 1.2% | 8.0% | i | -1.3% | 148.4% | 3.4%
COc1cccc(-c2nccc(N(C)Cc3ccco3)n2)c1
  -1.6% | i | 7.8% | -15.1% | 0.4% | 10.2% | ? | i | 1.5% | 9.2% | -9.9%[2.29 µM]
O=C(NCC1CCCO1)c1ccc(COCC(F)(F)C(F)F)cc1 (stereo not given)
  0.8% | i | 9.4% | -4.8% | 0.2% | -2.2% | 3.3% | ? | -2.2% | 4.5% | 0.1%
Cc1cc(N)c(NC2=CC(=O)CC(C)(C)C2)cc1C
  -13.8% | i | -7.1% | 8.3% | 0.2% | ? | ? | i | -3.2% | 124.4% | -0.5%
Cc1ccccc1-c1cc(N(C)C)ncn1
  -3.6% | i | 2.9% | -16.2% | 0.6% | -8.5% | 8.8% | i | -6.7% | 0.7% | -15.1%[2.29 µM]
O=C(Nc1sc2c(c1C(=O)NCc1ccco1)CCCC2)c1ccc2c(c1)OCO2
  4.1% | i | 25.1µM* | -26.2% | 0.0% | ? | ? | i | -5.8% | 437.8% | -3.5%
COc1ccc(N2CCN(Cc3nc4c(c(=O)n(C)c(=O)n4C)n3CCc3ccccc3)CC2)cc1
  -4.9% | nt | -1.2% | nt | -0.4% | ? | ? | nt | -5.3% | 12.6µM* | -1.3%
CC(C)[C@@H](OCc1ccccc1)[C@H](C)CO/N=C1/[C@H]2OC2[C@@H](O)[C@H]2[C@H]1CCn1c(=O)n(-c3ccccc3)c(=O)n12 (stereo not given in full)
  nt | nt | 3.6%[11.4 µM] | 18.8%[11.5 µM] | 2.1%[9.22 µM] | nt | -3.3%[11.4 µM] | nt | nt | nt | 0.4%[11.4 µM]
O=C(Nc1ccc2c(c1)OCCO2)C1CCCN1S(=O)(=O)c1cccc2cccnc12 (stereo not given)
  -5.5% | nt | -6.8% | -4.0% | 0.6% | 18.3% | -3.5% | nt | 3.7% | -1.3% | 0.0%
CO[C@@H]1COC(=O)CC=C[C@@H](C)[C@@H]2C=C[C@@H](O)[C@@H](COC(=O)C/C=C\[C@H]1C)O2
  nt | nt | 8.6%[11.4 µM] | 17.1%[11.5 µM] | 2.8%[9.22 µM] | nt | 10.9%[11.4 µM] | nt | nt | nt | -0.2%[11.4 µM]
CCN1C(=S)SC(=O)C1=C1C=C(C)N(Cc2ccco2)C(C)=C1
  -18.2% | i | ? | -21.3% | 12.6µM* | ? | -10.6% | ? | -4.1% | 58.7% | 10µM*
CCc1ccccc1N(CC(=O)OC)S(C)(=O)=O
  1.2% | i | -2.5% | 5.8% | -0.6% | -3.8% | 3.8% | i | -5.3% | -3.5% | 0.0%
CC(=O)NC1(c2ccccc2)CCN(C(=O)N2CCOCC2)CC1
  -1.1% | i | 18.7% | -0.4% | nt | -3.6% | 4.7% | i | -3.4% | 6.2% | 1.8%
OC(COCc1ccc(Cl)cc1)CN1CCN(CC(O)COCc2ccc(Cl)cc2)CC1 (stereo not given)
  -7.9% | i | 11.9% | ? | -1.0% | -12.8% | -9.0% | i | -8.5% | 45.8% | -3.0%
Cn1cccc1C(=O)N1CCC[C@@]2(CCN(c3ccncc3)C2)C1
  -6.1% | i | -6.4% | -17.2% | 2.9% | -1.9% | 5.3% | i | -3.5% | 14.2% | 0.4%[11.4 µM]

Below each compound: Hsp90 Hop PPI | Rhodamine fluor | HADH2 inhib | ERK AVP inh | HBB splicing | CRE Fsk mod | ALOX15 inhib | Texas Red fluor | DNA Pol III inh | Tau filament bind | Luciferase inh
COC(=O)c1c(C)oc2ccc(OC(=O)c3cccs3)cc12
  ? | nt | -3.9% | 30.9%[activator] | -1.4% | 5.0% | -25.6% | nt | 0.4% | 2.3% | -10.3%
COc1ccc(-c2nc(CSCC(=O)N3CCN(C4CCCCC4)CC3)c(C)o2)cc1OC
  0.9% | nt | -2.3% | ? | -0.9% | 2.1% | 0.5% | nt | -7.3% | 11.8% | 1.1%
CCOC(=O)c1c(C)n(C)c2ccc(OC)c(NS(=O)(=O)c3ccc(Cl)s3)c12
  -1.4% | i | 8.5% | -7.3% | 0.7% | 27.8% | -29.8% | ? | -3.1% | 38.3% | 2.0%
CC(C)(C)NC(=O)C(c1ccco1)N(C(=O)c1ccc(CN2CCOCC2)o1)c1ccccc1 (stereo not given)
  -4.3% | i | 8.7% | 2.3% | nt | -0.2% | 12.9% | i | -2.8% | -0.7% | -0.5%
CSc1nc(C)cc(Oc2ccc(=O)n(C)n2)n1
  -3.2% | i | 0.3% | -8.4% | -0.1% | ? | 5.2% | i | -7.9% | 0.4% | -1.4%
Cn1c2ccccc2c2c(C(=O)O)cn(C3CCCC3)c(=O)c21
  -2.1% | nt | ? | nt | -0.6% | 1.9% | -3.7% | nt | -6.2% | -11.4% | -4.4%
CCCCNC(=O)C1COc2ccccc2O1 (stereo not given)
  0.2% | nt | -2.7% | 3.9% | -3.1% | -1.7% | 3.1% | nt | 4.6% | -2.0% | 1.8%
CCOc1ccccc1N(C(=O)c1snc(C(N)=O)c1N)C(C(=O)NC1CCCC1)c1ccco1 (stereo not given)
  -1.6% | i | -6.4% | 5.5% | -0.1%[57.5 µM] | 0.3% | -8.2% | i | -9.0% | -9.2% | 1.3%
COc1ccc(N(CC(=O)NC2CCCC2)C(=O)Cn2nnc(-c3ccc(C)cc3)n2)cc1
  ? | i | 0.8% | -8.1% | nt | -9.3% | ? | i | -6.4% | -5.2% | 0.3%
O=c1c2ccccc2sn1-c1cc(S(=O)(=O)N2CCOCC2)ccc1N1CCOCC1
  -13.2% | i | ? | ? | 0.1%[57.5 µM] | 6.8% | 15.8µM* | i | -9.0% | 0.8% | 12.6µM*
CN(C)C(CNC(=O)C1CCCN(C(=O)c2ccc(Cl)cc2)C1)c1ccco1 (stereo not given)
  -1.1% | i | 6.5% | -0.5% | -0.1%[57.5 µM] | -1.1% | 3.8% | i | -2.3% | -9.4% | 2.7%
Cc1ccc(/C=c2\sc3nc(-c4ccco4)nn3c2=O)o1
  -23.4% | i | 15.8µM* | 11.9% | -1.3% | 0.3% | ? | i | 3.98µM* | -14.6% | -17.4%
COc1cc2nc(SCC(N)=O)n(CCC3=CCCCC3)c(=O)c2cc1OC
  -1.0% | i | 3.1% | -0.2% | -0.3%[57.5 µM] | -0.9% | 4.1% | i | 0.4% | 33.3% | 1.3%
CC(c1ccccc1)N1CC(C(=O)NC2CCCC2)CC1=O (stereo not given)
  -2.6% | i | 3.5% | -1.2% | -1.6% | -5.4% | -0.5% | i | 1.1% | -5.1% | 4.0%
N#Cc1ccc(CSCC(=O)O)cc1
  -2.9% | nt | -1.7% | 12.5% | 0.5% | -2.5% | -1.3% | nt | -5.5% | 10.3% | 2.1%
Cc1ccc(-c2nnc3sc(-c4ccncc4)nn23)cc1
  -10.0% | i | -5.3% | ? | 0.6% | ? | 0.4% | ? | -4.6% | 25.1µM* | 0.7%
Cc1cc(C(C)(C)C)oc1C(=O)Nc1ccc(CC(=O)O)cc1
  -5.4% | nt | -5.8% | -17.2% | -1.8% | 10.1% | 8.5% | nt | -1.9% | 4.6% | -4.3%
